5-HT1A blocker: human 5-HT1a receptor antagonists, primary screen, cell-based, CHO, Ga15 NFAT-bla reporter | CHO 5-HT1a Ga15 NFAT-bla reporter, antagonist mode | 62,000 tested, 0.68% active | 5-hydroxytryptamine receptor 1A (Homo sapiens), P08908 | inhibition, % at 10 µM;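 active means inhibition above the mean of all tested compounds plus 3 SD, cut at about 43% in these data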;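 further: receptor stimulated by 5-CT agonist at 100 nM near EC80; beta-lactamase reporter measured by ratiometric fluorescence of a cleavable substrate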
SF1 activator: activators of human SF-1, primary screen, cell-based, CHO-K1, Gal4-SF-1 LBD, luciferase luminescence | Steroidogenic factor 1 (Homo sapiens), Q13285 | CHO-K1 Gal4-SF-1 LBD luciferase reporter; % increase over DMSO SF-1-specific signal | activation, % at 10 µM | 65,000 tested, 1.9% active | AID 522, 2006;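 active means activation above the mean activation of all tested compounds plus 3 SD, cut at about 50% in these data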
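Material: CHO-K1 cells with Gal4–hSF-1 LBD chimera plus Gal4-driven luciferase / Input: 4,000 CHO-K1 cells per well / Incubation: compound exposure 20 h at 37 °C / Signal: luminescence read 15 min after SteadyLite luciferase reagent, after room-temperature equilibration / Read-out: percent activation versus DMSO / Benchmarks: DMSO negative control and −SF1 background wells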
S1P3 agonist: human S1P3 receptor agonists, primary screen, cell-based, primary and confirmation, NFAT-BLA reporter | Sphingosine 1-phosphate receptor 3 (Homo sapiens), Q99500 | S1P3 NFAT-BLA reporter cells, agonism, FRET ratio; relative to 1 µM S1P, basal subtracted | activation, % at 4.5 µM | 60,000 tested, 0.1% active;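 active means activation above the screen-wide mean plus 3 SD, cut at about 4.5% in these data, passing the limit was not always enough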; further: some compounds called inactive have numbers as strong as hits
Target sequence (Q99500 whole entry, looked up): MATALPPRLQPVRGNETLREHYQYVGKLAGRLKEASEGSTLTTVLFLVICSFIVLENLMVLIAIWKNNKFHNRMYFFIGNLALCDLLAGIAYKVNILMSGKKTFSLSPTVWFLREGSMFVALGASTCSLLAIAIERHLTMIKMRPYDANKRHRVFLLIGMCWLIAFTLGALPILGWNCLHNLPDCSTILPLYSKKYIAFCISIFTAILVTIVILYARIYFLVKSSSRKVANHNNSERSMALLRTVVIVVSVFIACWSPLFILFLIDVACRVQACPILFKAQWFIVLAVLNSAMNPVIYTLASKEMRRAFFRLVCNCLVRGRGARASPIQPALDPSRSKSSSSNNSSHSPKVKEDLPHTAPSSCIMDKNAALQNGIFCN
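Material: Human S1P3 NFAT-BLA reporter CHO cells | Incubation: Overnight plating, 4 h compound 37 °C, 2 h substrate RT | Signal: FRET β-lactamase substrate fluorescence, excitation 405 nm, 460/535 nm emission ratio, background-subtracted | Compound: 4.5 µM final, single dose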
HTR1E agonist: 5-HT1E receptor agonists, primary screen, cell-based, HTS. CHO 5-HT1E Ga15 NFAT-bla reporter, FRET; 0% DMSO wells, 100% control agonist wells. activation, % at 6 µM. 65,000 tested, 0.69% active;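 active means activation above a set limit, the screen-wide mean activation plus 3 SD, cut at about 8.5% in these data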;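 further: 100% = positive control agonist at 1 µM giving full maximal response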
AP complement: alternative complement pathway inhibitors, primary screen, biochemical, ELISA, human serum, orthogonally pooled compounds | LPS-coated ELISA, C3 deposition; tested in compound mixtures | inhibition, % at 5 µM | 62,000 tested, 0.08% active | AID 1235, 2008;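 active means inhibition above 30% in each of the two pooled mixtures holding the compound, so the lower value exceeds 30%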;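 further: 0% = serum in Mg-EGTA without compound and 100% = EDTA serum blank; some compounds past the cut are filed as inactive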
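Assay system: Human serum alternative complement pathway, C3 deposition on LPS-coated wells | Incubation: 1 h serum-compound exposure at 37 °C | Doses: 5 µM per compound in ten-compound mixtures | Read-out: Percent inhibition | Technique: ELISA with HRP anti-human C3 antibody, TMB substrate, absorbance 450 nm | Replication: Two pool placements per compound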
Ecoli tolC: growth inhibitors of E. coli tolC mutant, primary screen, strain BW25113 ΔtolC::kan, 384-well. OD615. 65,000 tested, 2.2% active. growth inhibition, % at 10 µM (by protocol);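 active means growth inhibition at or above a cutoff equal to the mean over every tested compound plus 3 SD, cut at about 60% in these data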;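 further: growth measured after 20 h incubation at 37 °C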
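Test system: E. coli BW25113 ΔtolC::kan bacteria | Medium: Kanamycin-containing LB broth (50 µg/mL) | Dosing: One dose of 10 µM final | Times: 20 h incubation with compound, 37 °C | Detection: Optical density read at 615 nm | Read-out basis: Percent growth inhibition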
5HT1E antag: 5-HT1E receptor antagonists, primary screen, cell-based, HTS; 65,000 tested, 0.99% active; inhibition, % at 6 µM; 5-hydroxytryptamine receptor 1E (Homo sapiens), P28566; CHO 5-HT1E Ga15 NFAT-bla reporter, FRET, antagonist; AID 571, 2007;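 active means inhibition above a set limit, the mean inhibition across every tested compound plus 3 SD, cut at about 29% in these data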;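 further: signal is the 460 over 535 nm emission ratio of beta-lactamase substrate; 0% = agonist plus DMSO wells and 100% = wells without agonist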
RORa activator: activators of orphan receptor RORA, primary screen, cell-based, luminescence. CHO-K1 Gal4-RORA LBD luciferase reporter; percent increase over mock-subtracted basal signal. activation, % at 10 µM. 65,000 tested, 1.5% active;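 active means activation above the mean of all tested compounds plus 3 SD, cut at about 49% in these data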;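 further: 0% = DMSO-treated RORA cells and 100% = added signal equal to DMSO minus mock-transfected cells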
Target sequence (P35398 whole entry, looked up, the tested form may be a part): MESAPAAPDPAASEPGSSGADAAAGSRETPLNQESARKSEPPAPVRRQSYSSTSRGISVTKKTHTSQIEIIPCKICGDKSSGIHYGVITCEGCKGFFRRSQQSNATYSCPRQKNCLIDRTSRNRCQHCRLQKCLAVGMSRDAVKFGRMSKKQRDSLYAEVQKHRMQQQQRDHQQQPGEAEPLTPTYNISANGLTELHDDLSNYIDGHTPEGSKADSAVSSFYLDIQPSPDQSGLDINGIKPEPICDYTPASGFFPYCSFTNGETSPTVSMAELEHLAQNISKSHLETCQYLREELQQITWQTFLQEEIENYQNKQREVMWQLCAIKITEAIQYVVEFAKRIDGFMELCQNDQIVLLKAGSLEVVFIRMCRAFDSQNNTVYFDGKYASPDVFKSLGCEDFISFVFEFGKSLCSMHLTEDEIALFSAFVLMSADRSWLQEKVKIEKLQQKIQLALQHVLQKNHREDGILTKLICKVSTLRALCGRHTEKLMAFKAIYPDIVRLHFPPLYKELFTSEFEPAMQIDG
S1P1 ag pot: S1P1 agonists and agonism potentiators, primary screen, cell-based, primary and confirmation screens, CRE-bla reporter. activation, % at 9.5 µM. 56,000 tested, 0.57% active. S1P1 CRE-bla cells, forskolin, beta-lactamase FRET, potentiator mode; S1P1 agonist co-added at EC20, 2 nM; 100% = saturating reference agonist, 0% = basal. AID 449, 2006;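 active means activation above a cutoff set at the mean activation of all tested compounds plus 3 SD, cut at about 54% in these data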;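 further: forskolin at 4 µM as EC80 and the EC20 agonist is SEW2871; 100% = SEW2871 at its EC100 plus forskolin at EC80; some compounds past the cut are filed as inactive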
* marks the source's active call; other numbers are inactive results; · = not tested or not shown. Not a hit list (roughly 7.1% active in at least one column).

SMILES	5-HT1A blocker	SF1 activator	S1P3 agonist	HTR1E agonist	AP complement	Ecoli tolC	5HT1E antag	RORa activator	S1P1 ag pot
Cc1ccc(C)c(S(=O)(=O)N2CCN(CC(=O)Nc3cc(C)on3)CC2)c1	6	11	-0.7	-0.7	-2	5	-2	-4	0
COc1ccc2c(c1)C1(C)CC(C)(C)N2C(=O)N1c1ccccc1 (centres undefined)	·	-8	-5.8	-0.3	-8	-2	4	-2	-1
CC(C)(NO)/C(=N/O)c1ccc(Br)cc1	6	5	-0.2	0.7	3	-15	6	-6	-17
O=C(Nc1cccc(C(F)(F)F)c1)c1cnc2n(c1=O)CCS2	-16	23	-1.0	1.3	19	-1	2	24	-23
Cc1cc2c(ccc3[nH]onc32)n1	7	-10	-0.8	0.3	-3	7	5	-10	-6
COc1ccc2c(c1)c(CC(=O)OCC(=O)O)c(C)n2C(=O)c1ccc(Cl)cc1	·	-2	-1.2	0.1	1	11	0	-7	17
O=C(Nc1ccccc1NC(=O)c1c(F)c(F)c(F)c(F)c1F)c1c(F)c(F)c(F)c(F)c1F	27	-11	-1.1	1.1	13	11	30*	-24	-14
COc1cc(C2Nc3ccc4ncccc4c3C3=C2C(=O)CCC3)ccc1O (centres undefined)	6	42	-0.9	-0.1	14	11	0	35	-5
COc1ccc(OC)c2sc(NC(=O)C3CC3)nc12	3	3	0.2	0.5	11	9	0	2	-31
Oc1ccccc1/C=N/c1c(-c2ccco2)nc2ccccn12	-12	12	0.8	0.6	19	-26	-8	-7	0
COc1ccccc1N1C(=O)CC(N2CCc3ccccc32)C1=O (centres undefined)	-3	10	-0.3	0.0	10	8	-8	0	-6
CC12CC(NC(=O)N1c1cccc(C(=O)N3CCN(c4ccccc4)CC3)c1)c1ccccc1O2 (centres undefined)	-8	9	·	0.7	5	15	-10	3	·
COc1ccc(Cc2nc3ccc(S(N)(=O)=O)cc3[nH]2)cc1OC	2	4	-0.4	0.0	10	5	-2	8	-2
Cc1cc(=O)[nH]c(N2CCN(C(c3ccccc3)c3ccccc3)CC2)n1	7	-3	-0.5	-1.1	7	-8	3	-13	-4
O=C(Nc1ccccc1Oc1ccccc1)C1CC1	16	-6	-0.6	-0.9	-4	-6	1	-12	·
Cc1ccc(NC(=O)Cn2nnc(C(=O)NCc3ccccc3)c2N)cc1C	-12	-6	·	-0.4	3	-11	-10	-12	·
COc1ccc(C(=O)N(c2ccccc2)C2C=CS(=O)(=O)C2)cc1 (centres undefined)	1	-9	0.9	1.9	-4	-21	-2	11	-3
CCCn1c2c(c(O)c(C(=O)Nc3ccccc3)c1=O)CCCC2	-51	-19	-1.0	-0.7	19	14	-6	-26	-4
O=S(=O)(c1ccccc1)N1CCN(C2CCCCCCC2)CC1	7	-10	-0.7	33*	-11	10	-1	-1	·
CCC(=O)Nc1ccc(Cl)c(NC(=O)c2cccnc2)c1	-11	1	0.4	0.2	4	-20	-4	2	3
CC(=O)CC(=O)Nc1cccc2c1CCCC2	25	-6	-0.7	-0.9	-17	-1	16	4	·
COc1ccccc1N1C(=O)C2CC(C)=C(C)CC2C1=O (centres undefined)	2	-6	-0.1	0.3	6	-8	-3	-17	-16
CCc1nc(N)nc(N)c1-c1ccc(Cl)cc1	·	0	-2.6	0.2	19	9	-14	-22	0
O=C(O)CCc1ccc(-c2cccs2)n1CC1CCCO1 (centres undefined)	-1	-15	-0.5	0.1	21	0	7	-14	-6
CCOC(=O)COc1ccc(S(=O)(=O)N2CCN(c3ccccc3F)CC2)cc1	3	-5	-0.3	0.6	3	8	-1	15	·
CCOC(=O)C1=C(C)N=c2s/c(=C\C(=O)OC)c(=O)n2C1c1ccc(OC)cc1 (centres undefined)	1	7	-0.8	-0.1	-6	9	1	-8	3
CC1=CC(C)(C)N(C(=O)CN2C(=O)c3ccccc3C2=O)c2ccccc21	-3	2	-0.7	0.4	8	42	4	-23	5
COCc1cc(C)nc(Nc2cc(C)ccc2C)c1C#N	-6	-4	-1.7	1.7	27	-4	1	-1	2
Cc1[nH]c2ccccc2c1C(=O)CN1CCN(C2CCCCC2)CC1	7	17	-0.2	-0.7	10	-16	3	-11	6
C/C(=C\c1ccco1)C1C(C#N)=C(N)OC2=C1C(=O)CC(C)(C)C2 (centres undefined)	-12	-2	-0.5	0.0	8	-1	-10	13	-4
O=C(CN1C(=O)C2CCCN2c2ncc(Cl)cc21)NCc1ccc2c(c1)OCO2 (centres undefined)	-1	0	-0.3	0.1	2	3	5	-2	9
COc1ccc(NC(=O)C2CCCN(S(=O)(=O)c3c(C)n[nH]c3C)C2)cc1 (centres undefined)	7	-3	0.4	-1.1	7	-16	1	16	2
COc1ccc(-n2ncc3c(=O)n(CC(=O)OCc4ccccc4)cnc32)cc1	-6	9	0.4	-1.9	4	-22	-5	9	-7
O=C(NCCCN1CCOCC1)c1cc2ccccc2oc1=O	4	18	0.0	-0.6	1	-19	2	4	-8
CC1CC(C)CN(CCCNC(=O)COc2cc(=O)n(C)c3ccccc23)C1 (centres undefined)	3	-5	-1.0	-0.2	4	-13	-7	19	-21
CCSCCOC(=O)C1=C(C)NC(=O)NC1c1ccccc1 (centres undefined)	4	-5	3.2	0.6	16	-3	-7	-16	-34
NC1(N)OC(CN2C(=O)c3ccccc3C2=O)CS1 (centres undefined)	-12	11	2.7	-0.1	-3	-2	-4	-4	-9
Cc1ccc(Cl)cc1N1CCN(C(=O)c2cc3c(=O)n(C)c4ccccc4c3n2C)CC1	-14	-11	-0.7	0.7	13	17	10	15	-4
CCOC(=O)CC1=C(C(=O)OCC)C(c2cc(OC)c(OC)cc2OC)C(C#N)=C(N)O1 (centres undefined)	·	2	-5.1	-0.5	17	15	0	-9	7
Cc1ccc2[nH]c(-c3cccc(N)c3)cc2c1	16	51*	-0.8	0.3	-14	20	1	55*	18

One compound at a time, from the list above:
`CCSCCOC(=O)C1=C(C)NC(=O)NC1c1ccccc1` (centres undefined) as listed: 5-HT1A blocker = 4; SF1 activator = -5; S1P3 agonist = 3.2; HTR1E agonist = 0.6; AP complement = 16; Ecoli tolC = -3; 5HT1E antag = -7; RORa activator = -16; S1P1 ag pot = -34
`Cc1[nH]c2ccccc2c1C(=O)CN1CCN(C2CCCCC2)CC1` as listed: 5-HT1A blocker = 7; SF1 activator = 17; S1P3 agonist = -0.2; HTR1E agonist = -0.7; AP complement = 10; Ecoli tolC = -16; 5HT1E antag = 3; RORa activator = -11; S1P1 ag pot = 6

Later entries.
SMILES	5-HT1A blocker	SF1 activator	S1P3 agonist	HTR1E agonist	AP complement	Ecoli tolC	5HT1E antag	RORa activator	S1P1 ag pot
CC1(C)CC(=O)C2=C(C1)N(Cc1cccnc1)C(=O)C2(NC(=O)C1CC1)C(F)(F)F (centres undefined)	14	-4	-0.6	0.8	14	-11	7	-18	-2
O=C(NCC(=O)N(c1ccccc1)C(C(=O)NC1CCCCC1)c1ccncc1)c1ccco1 (centres undefined)	1	-23	-1.2	-0.4	6	3	10	-4	-7
COc1cc(NC(=O)c2ccc(Cl)cc2)c(OC)cc1NC(=O)CN1CCOCC1	4	-6	-0.9	1.2	-1	-14	0	-21	-19
CCOC(=O)C1=C(CNCCc2ccc(Cl)cc2)NC(=O)NC1c1ccc2c(c1)OCO2 (centres undefined)	-2	16	-0.2	0.8	8	20	-3	-2	·
CN1CC(=O)N(CC(=O)Nc2ccc(N(C)C)cc2)c2ccccc2C1=O	0	-2	·	0.3	2	-20	-12	5	·
Cc1cc(NC(=O)CSc2nnc3c(C)cc4c(C)ccc(C)c4n23)no1	3	31	0.0	0.6	0	6	-4	30	16
CCCCCC(=O)Nc1ccc(Cl)cn1	-7	13	-0.1	-0.4	7	-25	-6	10	-8
Cc1cc(NC(=O)CCC(=O)N(CCC(C)C)C(C(=O)NC2CCCC2)c2cccnc2)no1 (centres undefined)	13	2	-0.6	-0.1	6	3	-3	-4	17
CCOc1cc(N2CCOCC2)c(OCC)cc1NC(=O)c1nc2nccc(C)n2n1	-3	-3	-0.8	-0.6	5	-1	-1	14	-9
CC(=O)N1CCc2cc(S(=O)(=O)NCCCN3CCN(Cc4ccccc4)CC3)ccc21	16	14	·	35*	12	6	-3	-9	·
O=C(CSc1nnc(-c2cnccn2)n1Cc1ccco1)c1ccc2ccccc2c1	12	-13	-0.1	-0.5	5	5	6	-12	-2
Cc1ccc(CCNC(=O)C2CCN(S(=O)(=O)N3CCC4(CC3)OCCO4)CC2)cc1	-6	-2	0.3	1.5	1	-5	1	5	-3
O=C(CCCOc1ccccc1)Nc1ccc2c(c1)OCCO2	2	7	-1.4	-0.1	-13	15	-9	-4	-13
CCn1c(SCC(=O)Nc2cccc(C)c2)nc2c(c1=O)SC(C)C2 (centres undefined)	12	-12	-1.2	0.8	-3	5	1	-6	5
CCc1ccc(N(CC(=O)NC)S(C)(=O)=O)cc1	12	-1	-1.0	-0.1	2	-1	6	3	27
Cc1nnc2ccc(Oc3ccc(-c4ccccc4)cc3)nn12	1	-22	-0.6	-0.1	-16	11	8	-33	68*
Cc1cc(C)n2c(Br)c(CSc3nc4ccccc4o3)nc2n1	-2	20	1.7	-1.0	18	5	18	28	-69
CC12CN3CCN(CC(C3)C1(O)CN1CCOCC1)C2 (centres undefined)	7	-5	-0.7	-1.6	5	-14	0	8	-1
CC(C)c1[nH]nc2c1C(c1cccnc1)C(C#N)=C(N)O2 (centres undefined)	-4	24	-0.3	-0.6	17	-14	-6	-12	2
Cc1nc(CC(=O)Nc2nc(C(C)(C)C)cs2)cs1	-14	16	1.7	0.0	-3	1	-2	-1	4
CCc1c(C)sc(NC(=O)c2cc(C)no2)c1C#N	-1	-3	0.1	0.7	17	6	4	20	-12

Screening results as filed in PubChem.
